# Screens from PubChem.
# LMPTP inh – LMPTP phosphatase inhibitors, primary screen, biochemical, fluorescence intensity, uHTS; Low molecular weight phosphotyrosine protein phosphatase (Homo sapiens), P24666; recombinant LMPTP-A, OMFP fluorogenic substrate; inhibition, % at 20 µM; hit rate 0.22% among 360,000; AID 651560, 2012;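 active means compounds that cut the enzyme signal by at least half of the control window in the single-dose screen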;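 further: plate controls were DMSO wells with enzyme plus substrate for no effect and substrate without enzyme for full effect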
#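 test system = LMPTP-A | amount = 0.625 nM LMPTP-A final | reagent = fluorogenic phosphatase substrate OMFP at 400 µM final | incubation = 50 min at room temperature | benchmarks = no-enzyme low control, uninhibited high control | medium = Bis-Tris pH 6.0, DTT, detergent | signal = fluorescence intensity of OMFP turnover product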
# TbMetRS inhib – T. brucei MetRS inhibitors, primary screen, biochemical, luminescence; purified T. brucei MetRS, ATP depletion, Kinase-Glo luminescence; methionyl-tRNA synthetase (Trypanosoma brucei brucei); AID 624268, 2012; inhibition, % at 11.9 µM; hit rate 0.4% among 360,000;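 active means inhibition above a per-plate cutoff of the control wells' mean inhibition plus 3 SD, cut at about 5.5% in these data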;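 further: 0% = DMSO wells median and 100% = median of wells with control inhibitor compound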
#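 Material: parasite MetRS enzyme / Replication: singlicate, one well per compound / Signal: luminescence of leftover ATP / Schedule: 2 h aminoacylation at 25 °C after 15 min preincubation / Medium: HEPES-MgCl2-KCl buffer plus DTT, spermine, BSA, pyrophosphatase / Doses: 11.9 µM single point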
# NadD block – inhibitors of S. aureus NadD, primary screen, biochemical, colorimetric, uHTS. purified NadD enzyme, colorimetric absorbance read-out. inhibition, % at 20 µM. hit rate 0.78% among 360,000. AID 602399, 2012. Nicotinate-nucleotide adenylyltransferase NadD (Staphylococcus aureus N315); in the data active means inhibition above about 26%; further: some compounds past the cut are filed as inactive
# DNMT1 inh – human DNMT1 methyltransferase inhibitors, primary screen, biochemical, molecular beacon, fluorescence, HinP1I cleavage, uHTS; inhibition (reported as % activation of signal), % at 10 µM; hit rate 0.83% among 360,000; in the data active means inhibition above about 50%
# SUMO1-SIM PPI – modulators of SUMO1 protein-protein interactions, primary screen, biochemical, uHTS | Small ubiquitin-related modifier 1 (Homo sapiens), P63165 | SUMO1 binding to a labelled peptide, TR-FRET, 1 h | inhibition, % at 20 µM | hit rate 0.33% among 360,000; in the data active means inhibition above about 37%
# Target sequence (P63165 whole entry, looked up): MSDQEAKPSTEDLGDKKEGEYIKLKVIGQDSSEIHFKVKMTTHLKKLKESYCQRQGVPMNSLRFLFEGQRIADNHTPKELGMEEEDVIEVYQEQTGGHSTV
# CSN inh – inhibitors of CSN-mediated cullin deneddylation, primary screen, biochemical, fluorescence polarization, uHTS; COP9 signalosome complex subunit 5 (Homo sapiens), Q92905; Purified CSN, SCF-Nedd8-OG deneddylation; inhibition, % at 12.5 µM; hit rate 0.38% among 360,000;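 active means pattern-corrected inhibition above about 35%, with an unprinted fluorescence ratio check between 0.5 and 1.5, limit read from the data, passing the limit was not always enough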;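 further: 0% = enzyme with substrate and 100% = substrate without enzyme; some results filed as inactive read as strong as hits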
# Target sequence (Q92905 whole entry, looked up, one chain of several): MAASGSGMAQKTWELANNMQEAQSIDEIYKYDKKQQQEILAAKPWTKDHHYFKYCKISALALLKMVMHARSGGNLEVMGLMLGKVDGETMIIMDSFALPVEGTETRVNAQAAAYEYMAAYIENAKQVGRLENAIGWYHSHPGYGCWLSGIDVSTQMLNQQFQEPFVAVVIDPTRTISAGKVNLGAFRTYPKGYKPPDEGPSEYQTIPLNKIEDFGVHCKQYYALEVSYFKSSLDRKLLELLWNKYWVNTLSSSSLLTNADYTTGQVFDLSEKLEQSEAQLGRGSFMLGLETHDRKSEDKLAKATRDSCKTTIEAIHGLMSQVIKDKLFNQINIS
#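 Assay system: purified human Csn5 enzyme expressed in HEK293T cells; measure: % inhibition; also added: SCFSkp2-Nedd8OG substrate at 10 nM final; technique: fluorescence polarization; times: reaction 90 min, room temperature; medium: Tris buffer pH 7.5, NaCl, DTT, Tween-20, trehalose, ovalbumin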
# MsrA inhibitor – bovine MsrA enzyme inhibitors, primary screen, biochemical, absorbance, HTS | Methionine sulfoxide reductase A (Bos taurus) | purified bovine MsrA, absorbance read-out | inhibition, % at 15.5 µM | hit rate 0.75% among 360,000 | AID 651718, 2012; in the data active means inhibition above about 4.5%;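 further: 0% = vehicle wells with enzyme and 100% = reference inhibitor wells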
# STEP block – STEP phosphatase inhibitors, primary screen, biochemical, fluorescence intensity, uHTS. hit rate 0.25% among 360,000. recombinant STEP, OMFP fluorogenic substrate. Tyrosine-protein phosphatase non-receptor type 5 (Homo sapiens), P54829. inhibition, % at 20 µM;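 active means inhibition at 20 µM, scaled per plate between control wells, above about 37%, limit read from the data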;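 further: 0% = DMSO with enzyme and substrate and 100% = substrate only without enzyme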
#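 System: STEP phosphatase, cell-free reaction; Buffer or medium: Bis-Tris pH 6.0 buffer with DTT, detergent; Incubation: 20 min at room temperature, dark; Measured by: fluorescence, 480/540 nm.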
# Scp1 inh – Scp-1 phosphatase inhibitors, primary screen, biochemical, colorimetric, uHTS; Carboxy-terminal domain RNA polymerase II polypeptide A small phosphatase 1 (Homo …; Recombinant Scp1, phosphopeptide, malachite green phosphate absorbance; hit rate 0.88% among 340,000; inhibition, % at 20 µM; AID 493091, 2011;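 active means inhibition above about 50% at 20 µM, limit read from the data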;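 further: plate controls were DMSO wells with enzyme for no effect and wells lacking enzyme for full effect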
# Target sequence (Q9GZU7 76-261 limits assumed): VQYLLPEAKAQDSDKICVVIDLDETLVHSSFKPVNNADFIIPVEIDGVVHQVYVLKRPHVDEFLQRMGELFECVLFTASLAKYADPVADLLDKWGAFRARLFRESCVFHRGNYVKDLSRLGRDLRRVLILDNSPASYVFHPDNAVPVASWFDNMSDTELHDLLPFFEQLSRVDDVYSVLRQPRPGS
#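 Incubation: 45 min enzyme reaction at room temperature / System: truncated SCP-1 phosphatase (76-261aa) / Reagent: Phospho 17-mer peptide substrate / Buffer or medium: Acidic Tris acetate buffer with magnesium and detergent / Signal: absorbance at 630 nm / Doses: one concentration, 20 µM, with 1.0% DMSO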
# Rpn11 inh – Rpn11 (PSMD14) deubiquitinase inhibitors, primary screen, biochemical, fluorescence polarization, uHTS; 26S proteasome non-ATPase regulatory subunit 14 (Homo sapiens), O00487; hit rate 0.59% among 360,000; AID 588493, 2011; human 26S proteasome, Ub4-pepOG fluorescence polarization; 20S core pre-blocked with epoxomicin; calls only at 20 µM;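 active means inhibition at 20 µM, scaled to each plate's controls, above about 33%, limit read from the data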
# Target sequence (O00487 whole entry, looked up): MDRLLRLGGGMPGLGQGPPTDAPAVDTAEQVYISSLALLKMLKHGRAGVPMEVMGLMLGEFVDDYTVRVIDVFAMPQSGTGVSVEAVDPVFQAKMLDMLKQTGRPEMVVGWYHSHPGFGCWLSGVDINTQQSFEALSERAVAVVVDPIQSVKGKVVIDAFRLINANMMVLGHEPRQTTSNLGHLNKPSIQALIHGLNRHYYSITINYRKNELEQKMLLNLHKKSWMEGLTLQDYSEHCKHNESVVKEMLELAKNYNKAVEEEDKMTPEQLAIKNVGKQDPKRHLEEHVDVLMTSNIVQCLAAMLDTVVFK
# Starred values were filed as active, the others as inactive; i = inactive; . = not tested or not shown; + = active, no number. Outcome played no part in choosing rows; about 3.9% have a hit in one of these screens.
LMPTP inh	TbMetRS inhib	NadD block	DNMT1 inh	SUMO1-SIM PPI	SMILES	CSN inh	MsrA inhibitor	STEP block	Scp1 inh	Rpn11 inh
-2.8	-0.6	-8	-1	0	CC(=O)c1sc2nc(CSc3nncn3C)[nH]c(=O)c2c1C	-1	3.4	-1	0	+
0.5	-0.5	-1	-7	0	CCOc1ccc(CC(=O)Nc2c(C(N)=O)oc3ccccc23)cc1OCC	2	-0.1	1	-6	i
-1.4	-0.4	-5	1	-2	CN(c1ccccc1)S(=O)(=O)c1ccc(C(=O)N2CCCC2)cc1	-3	0.2	-4	-10	i
3.5	-0.1	-3	-1	1	CC1=C(OC(=O)c2ccccc2)C(C)(C)C(c2ccccc2)OC1=O (stereo not drawn)	2	2.4	1	-24	i
-0.5	-1.1	3	2	6	CCn1c(=O)c(C(=O)NCc2ccccn2)c(O)c2ccccc21	1	-0.6	-1	-1	i
3.4	-0.2	6	-1	-45	COc1cccc(NC(=O)CSc2nc3c(sc4ccccc43)c(=O)n2CCCN2CCCC2)c1	2	0.6	5	14	i
-2.0	0.0	-3	-1	-1	Cc1nc(Cl)c(C(=O)NC(=O)NCc2ccccc2)c(C)c1Cl	1	1.9	4	-6	i
-1.3	-1.1	-7	0	-2	COc1cccc(-c2cc(C(=O)NCc3ccco3)no2)c1	-2	0.2	-5	-11	i
0.1	-0.2	3	1	-27	O=C(CO)N/N=C/c1c2ccccc2cc2ccccc12	-1	-1.1	1	-9	i
-0.9	0.0	-7	2	0	CC(=O)c1ccc(NC(=S)NC2CCCC(C)C2C)cc1 (stereo not drawn)	3	0.1	1	-8	i
5.1	-0.3	-7	-7	0	CC(Sc1nc(-c2ccc(F)cc2)cs1)C(=O)N1c2ccccc2CC1C (stereo not drawn)	2	0.6	2	-3	i
-9.6	-0.2	3	-6	-49	COc1ccc(NS(=O)(=O)c2ccc(N3CCN(CCO)CC3)c([N+](=O)[O-])c2)cc1	1	0.5	-3	-2	i
0.2	0.3	6	0	-8	COc1ccc(OC)c(Cc2nnc(CCC(=O)NC3CCCCC3)o2)c1	-1	-1.0	1	-3	i
2.4	0.0	17	-3	-3	CC(C)COc1ccc(-c2nn(-c3ccccc3)cc2C(=O)Nc2nccs2)cc1	-3	2.1	-1	-2	i
-1.0	0.5	-3	0	-31	Cc1c(NC(=O)c2ccc([N+](=O)[O-])o2)cccc1-c1nc2ncccc2o1	7	0.9	0	2	i

# Three structures out of the list, ordered by formula weight, rising.
LMPTP inh	TbMetRS inhib	NadD block	DNMT1 inh	SUMO1-SIM PPI	SMILES	CSN inh	MsrA inhibitor	STEP block	Scp1 inh	Rpn11 inh
-2.0	0.0	-3	-1	-1	Cc1nc(Cl)c(C(=O)NC(=O)NCc2ccccc2)c(C)c1Cl	1	1.9	4	-6	i
-1.0	0.5	-3	0	-31	Cc1c(NC(=O)c2ccc([N+](=O)[O-])o2)cccc1-c1nc2ncccc2o1	7	0.9	0	2	i
0.5	-0.5	-1	-7	0	CCOc1ccc(CC(=O)Nc2c(C(N)=O)oc3ccccc23)cc1OCC	2	-0.1	1	-6	i

# The list continues:
LMPTP inh	TbMetRS inhib	NadD block	DNMT1 inh	SUMO1-SIM PPI	SMILES	CSN inh	MsrA inhibitor	STEP block	Scp1 inh	Rpn11 inh
0.2	-1.0	4	-2	-3	COc1cc2c(cc1OC)CN(C(=O)CSc1nnc3scc(-c4ccccc4)n13)CC2	3	-0.1	0	11	i
0.3	0.1	10	-1	5	COc1cc(C(=O)N2CCC(n3c(C)nc4cc(F)ccc43)CC2)cc(OC)c1OC	-3	-0.1	-3	0	i
-1.5	-1.9	-1	-2	-5	O=C(Nc1cccc(C(F)(F)F)c1)c1cccnc1N1CCCC1	-4	0.3	-16	3	i
-1.6	0.1	1	0	-3	COc1cccc(NC(=O)C2(C)CCN2C(=O)CC2CC2)c1 (stereo not drawn)	1	-0.2	-1	.	i
0.4	-0.6	-6	0	-2	CCN(Cc1ccccc1)C(=O)c1ccc(NC(=O)c2ccc(OC)cc2)cc1	2	0.5	-2	-5	i
1.8	0.1	4	-8	3	COc1ccc(-n2c(COc3ccccc3)nnc2SCc2ccc(C#N)cc2)cc1	0	0.6	0	7	i
1.3	-0.4	8	1	-2	O=S(=O)(c1cccs1)N1CN(CC2CCCO2)c2nc3ccccc3nc21 (stereo not drawn)	0	3.5	2	0	i
1.0	-0.2	-6	16	0	NC(=O)CC(NC(=O)Cc1cccc2ccccc12)c1ccc(NC2CCCC2)c([N+](=O)[O-])c1 (stereo not drawn)	-2	0.2	-2	-6	i
2.5	-0.6	15	-8	-5	COc1ccc2[nH]c(=O)c(CN(Cc3cccs3)S(=O)(=O)c3c(C)ccc4nsnc34)cc2c1	-1	-1.0	4	-11	i
0.0	0.4	1	5	1	Cc1nnc(C)n1/N=C/c1ccccn1	-2	-0.6	10	0	i
-1.0	-0.1	1	5	1	O=C(CN1CCN(c2ccccc2)CC1)Nc1nccs1	4	-1.8	-3	-5	i
3.8	2.0	19	-8	4	O=C(NCc1ccc(Cl)cc1)c1cc2c(nc3sccn32)s1	0	0.6	3	9	i
2.8	-0.1	4	-1	-5	Cc1ccc(OCc2nnc(SCC(=O)N3c4ccccc4Sc4ccc(Cl)cc43)o2)cc1	-16	-0.2	3	-11	i
0.1	0.3	7	-1	0	COc1cccc(C2C(C(=O)/C=C/c3ccco3)=C(O)C(=O)N2CCN2CCOCC2)c1 (stereo not drawn)	1	0.9	1	-4	i
2.3	0.8	18	-5	18	Cc1sc2nc3c(SC(C)C(=O)O)cc(C(=O)c4ccccc4O)cn3c(=O)c2c1C (stereo not drawn)	2	2.0	8	-9	i
-1.6	-0.1	-2	3	2	COc1ccc(NS(=O)(=O)c2ccc(OC)c(OC)c2)cc1OC	-3	0.3	0	-5	i
1.7	0.5	-2	-1	9	O=C(CSc1nc(-c2ccco2)cc(C(F)(F)F)n1)Nc1ccc2c(c1)OCO2	8	0.3	1	-7	i
-1.0	-0.9	-2	0	1	COCCNC(=O)CSc1nnc(-c2ccccc2F)n1Cc1ccccc1	1	-0.1	0	-3	i
-2.4	0.4	6	6	7	COc1cccc(-c2nnc(NC(=O)C3CCCCC3)o2)c1	1	-0.8	0	-12	i
0.0	-1.0	1	-3	2	Nc1ncnc2c1ncn2C1CCC(CO)C(O)C1 (stereo not drawn)	-1	0.1	1	-5	i
3.5	-0.1	4	.	-4	C[C@@H](c1ccccc1)N1C[C@H](COCc2ccccc2)Oc2cc(N3CCC[C@@H]3CO)ccc2S1(=O)=O	0	-0.2	.	.	.
-1.0	0.2	1	0	2	O=c1oc2ccccc2c(O)c1Sc1ccc(Cl)cc1	-1	0.6	-1	-11	i
-1.2	0.2	-7	-1	-27	O=C1CN(S(=O)(=O)c2ccc([N+](=O)[O-])cc2)CC(=O)N1	-5	-1.0	-2	-1	i
-1.1	-0.1	-4	0	-17	Cc1ccc(/C=C/C(=O)OCC(=O)Nc2cccnc2Cl)cc1	-1	0.2	-4	-8	i
0.6	0.0	6	-3	1	COc1ccc(Cl)cc1NC(=O)C1CC(=O)N(c2ccc(F)cc2)C1 (stereo not drawn)	-3	-0.2	-1	-3	i
1.8	-1.1	10	-14	-4	Oc1ccc(CNc2ccc(F)cc2)c2cccnc12	0	-0.6	-1	-7	i
1.3	-1.2	-7	-1	0	Clc1ccccc1Nc1ncnc2c1nnn2Cc1ccccc1	-1	-1.2	-3	-1	i
-0.7	-0.5	-9	2	-10	C=CCc1ccccc1OCC(O)CN1C(=O)c2ccccc2C1=O (stereo not drawn)	-1	-0.3	-1	-8	i
-1.3	-0.6	-1	-4	-5	CCOc1ccc(C(C)=O)cc1CSc1nnc(N)s1	2	0.9	-1	-9	i
-0.5	-0.4	-7	2	-8	CC(CN1CCC(n2nccc2NC(=O)C2CCCC2)CC1)c1ccccc1 (stereo not drawn)	-3	0.3	-2	-13	i
-0.4	-0.4	-5	0	-3	Cc1ccc(SCC(=O)NNC(=O)c2ccc(S(C)(=O)=O)cc2)cc1	2	1.5	0	-5	i
-0.2	-0.4	10	-2	1	Clc1ccc(-c2nc3ncccn3c2Nc2ccc3c(c2)OCO3)cc1	6	1.2	-3	3	i
3.1	-0.7	3	-9	-13	O=C(N/N=C/c1ccc[nH]1)c1ccc(COc2cccc3cccnc23)cc1	1	3.9	2	-11	i
-2.0	-0.3	0	4	3	O=C(CCn1c(=O)c2ccccc2n(CC(=O)NC2CCCC2)c1=O)NCc1ccco1	-7	-0.4	2	-8	i
-2.2	-0.3	11	1	0	Cc1nc2ccccc2c(=O)[nH]1	2	-0.9	-1	-5	i
-2.7	-1.1	-5	14	6	Cc1nnc2c(Oc3ccccc3)nc3ccccc3n12	2	0.4	-7	3	i
-1.0	-0.1	-1	6	6	O=C(NC1CC1)c1ccc2nc([C@@H]3O[C@H](CO)[C@H](O)[C@H](O)[C@H]3O)[nH]c2c1	2	1.4	-5	.	i
8.2	-0.7	41*	67*	29	N#Cc1c(NC(=O)CSc2nnc(-c3ccco3)n2-c2ccccc2)sc2c1CCC2	24	0.1	-1	4	i
2.0	0.4	2	-4	3	CCN(C(=O)COC(=O)CSc1cc(C)c2ccccc2n1)c1ccccc1	1	-1.8	4	1	i

# Individual results from above:
# `Cc1ccc(SCC(=O)NNC(=O)c2ccc(S(C)(=O)=O)cc2)cc1` in TbMetRS inhib = -0.4
# `O=C(CCn1c(=O)c2ccccc2n(CC(=O)NC2CCCC2)c1=O)NCc1ccco1` in DNMT1 inh = 4
